Screening data from PubChem.
NPYLR7 agonist = agonists of mosquito NPYLR7 receptor, primary screen, cell-based, Aedes aegypti, calcium fluorescence, mosquito biting behavior; activation, % at 10 µM; HEK293T NPYLR7/Galpha15, GCaMP6s calcium fluorescence; AID 1259423, 2018; Aedes aegypti neuropeptide Y-like receptor 7 (NPYLR7); 270,000 tested, 0.15% active; in the data active = activation above about 40%;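 note: 0% = vehicle and 100% = reference agonist at the receptor; some compounds past the cut are filed as inactive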
hcGAS inh = Primary biochemical luminescence assay for human cyclic GMP-AMP synthase inhibitors; recombinant h-cGAS, ATP depletion, Kinase-Glo luminescence; inhibition, % at 12.5 µM; 290,000 tested, 0.081% active;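 note: 0% = vehicle reaction and 100% = reaction without DNA for no activity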
Target sequence (Q8N884 whole entry, looked up): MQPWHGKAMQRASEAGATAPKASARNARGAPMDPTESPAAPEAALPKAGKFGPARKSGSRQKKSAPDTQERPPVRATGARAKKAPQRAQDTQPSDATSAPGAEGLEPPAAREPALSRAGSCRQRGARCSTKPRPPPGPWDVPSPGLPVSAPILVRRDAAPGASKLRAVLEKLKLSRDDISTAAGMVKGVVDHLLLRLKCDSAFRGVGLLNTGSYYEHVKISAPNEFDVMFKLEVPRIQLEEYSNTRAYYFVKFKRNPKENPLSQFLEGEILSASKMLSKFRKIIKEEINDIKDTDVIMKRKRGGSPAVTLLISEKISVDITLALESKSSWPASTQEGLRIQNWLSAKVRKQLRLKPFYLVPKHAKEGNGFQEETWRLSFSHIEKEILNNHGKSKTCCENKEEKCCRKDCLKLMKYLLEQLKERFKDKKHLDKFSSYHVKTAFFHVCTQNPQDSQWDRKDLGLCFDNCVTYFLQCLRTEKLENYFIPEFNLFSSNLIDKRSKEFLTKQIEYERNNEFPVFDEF
mcGAS inh = cyclic GMP-AMP synthase inhibitors, mouse, primary biochemical chemiluminescence; Q8C6L5; recombinant cGAS, Kinase-Glo ATP depletion luminescence; inhibition, % at 12.5 µM; 160,000 tested, 0.15% active; AID 1259399, 2018;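 note: 0% = negative control wells and 100% = reference inhibitor with no enzyme activity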
An asterisk follows results filed as active; · = not tested or not shown; & = joins results of further samples. Cut-off read from the data, not from the text of the source, unless noted: active = inhibition above about 40%; inactive = the rest.

Each structure is followed by: NPYLR7 agonist | hcGAS inh | mcGAS inh
Cc1nc(C(C)NC2CCN(C3CC3)CC2)c(C)s1 (centres undefined)
  -21&1 | -6&-9 | ·
O=C(NCc1cccs1)c1cccc2ccccc12
  0 | -6 | ·
CCC(CC)CN1CCC2(CC1)CC1C(=O)N(CC)C(=O)N1C2 (centres undefined)
  · | -13 | -4
CN1CCC2(CCCN(c3cncc(C(=O)N4CCOCC4)n3)C2)C1 (centres undefined)
  0 | -9 | ·
c1ccc(-c2cnnc(NCC3(N4CCCCC4)CCCC3)n2)cc1
  7&1 | -8&-6 | -3
Cc1oc(-c2ccccc2Cl)cc1CO
  5 | -6 | -1
CCc1ncc(C(=O)Nc2c(C)c(CC)nn2-c2ccccc2)cn1
  4 | 3 | ·
Cc1ccccc1SCC(=O)N1CCCN(C)C2(CCN(C)CC2)C1
  3 | 4 | ·
CC(C)CN1CCN(C(=O)NCc2ccc(Cl)cc2)C(C)C1=O (centres undefined)
  2 | -1 | ·
CCc1nc2c(OCc3cc(Cl)cc(Cl)c3)cccn2c1N(C)C(=O)c1ccc2c(c1)OCO2
  3 | -3 | -2
COc1cccc(OCC(O)CNC(=O)C2CCN(c3nc(C)c4ccccc4n3)CC2)c1 (centres undefined)
  0 | -6 | -27
Cc1ccn2c(=O)nc(SCc3ccccc3Cl)nc2c1
  4 | -5 | -7
Nc1nc(Cl)cc(Oc2ccc(C3SCCS3)cc2)n1
  9 | -6 | ·
CS(=O)(=O)c1ccc(NC(=O)CNc2ccccc2C(F)(F)F)cc1
  7 | -6 | ·
O=C(NCCCn1nc(-c2ccc(Cl)cc2)ccc1=O)C1CC1
  -2 | 0 | ·
O=C(C=Cc1cccs1)N1CCN(Cc2ccc(Br)s2)CC1
  0 | 5 | ·
CCCC1=NN(C(C)=O)C(C(=O)NCCc2ccc(O)cc2)O1 (centres undefined)
  7 | 6 | ·
c1ccc(-c2nnc(SCc3nc4ccccc4o3)o2)cc1
  1 | -2 | ·
Cn1ccnc1CNC(=O)CC(c1cccc(O)c1)c1ccccc1Cl (centres undefined)
  10 | 0 | -15
CCc1cn[nH]c1C1CCN(C(=O)c2cccc3c2NCCC3)CC1
  5 | -9 | ·

Compounds from the list above that have a thiophene ring, fused or not, in the order listed:
Each structure is followed by: NPYLR7 agonist | hcGAS inh | mcGAS inh
O=C(NCc1cccs1)c1cccc2ccccc12
  0 | -6 | ·
O=C(C=Cc1cccs1)N1CCN(Cc2ccc(Br)s2)CC1
  0 | 5 | ·

(more compounds)
Each structure is followed by: NPYLR7 agonist | hcGAS inh | mcGAS inh
CC1CCN(c2cc3c(cc2F)c(=O)c(S(=O)(=O)c2ccccc2)cn3C)CC1
  -1 | -4 | -2
C=C(C)Cn1c(N2CCN(Cc3cccc(C)c3)CC2)nc2c1c(=O)[nH]c(=O)n2C
  -3 | 2 | ·
COc1cccc(C(=O)NCC2Cc3cc(C)cc(-c4cc(C(C)=O)ccc4F)c3O2)c1OC (centres undefined)
  15 | -9 | -12
CO[C@H]1CN(C(=O)c2cccc(C(=O)O)c2)CC[C@H]1N
  -8 | -5 | ·
CCn1ncc(C2=NOC(C(=O)NCC(C)C)C2)c1C (centres undefined)
  10 | -3 | -2
c1cc(-c2ccc(Cn3ccnc3)cn2)n2nccc2c1
  4 | -12 | -13
O=C(O)C(=Cc1cccs1)c1cccs1
  9 | 5 | 3
COc1ccc(-c2nc(CN3CCSCC3)c(C)o2)c(OC)c1C
  4&-1 | -6&3 | ·
CCOC(=O)C1CCCN(C(=O)c2cc(-c3ccc(F)cc3)nc3cc(-c4ccc(Cl)cc4)nn23)C1 (centres undefined)
  -20 | 5 | 0
COCCn1cc(C(=O)N2CCOCC2)c2nn(-c3ccccc3)c(=O)c-2c1
  16 | -6 | -11
COc1cc2c(cc1NC(=O)CC(C)=NNC=O)oc1ccccc12
  -8 | -10 | -2
CC(=O)N(Cc1nc2cc(C)ccc2o1)Cc1ccccc1Cl
  2 | 1 | -4
CCCCN(C)C(=O)c1nc2ccccn2c1CN1CC(O)C1
  -3 | 0 | ·
Cn1c(=O)[nH]c(=O)c2c1nc(CN1CCOCC1)n2Cc1c(Cl)cccc1Cl
  -2 | -2 | ·
NC(=O)Cn1ccc(NCc2c(F)cccc2F)n1
  0 | -17 | -16
CCCCS(=O)(=O)NCc1nc(C(C)(C)C)cs1
  4 | -7 | ·
O=C(NCCc1cn(Cc2ccc(Cl)cc2)c2ccccc12)c1ccccc1C(F)(F)F
  -7 | -4 | ·
Cc1ccc(NC(=O)CC(=O)NCc2ccc(CN3CCCC3)cc2)cc1
  -1 | -5 | ·
COc1cc(C(=O)NCc2cccnc2N(C)C)ccc1C
  3 | -10 | ·
O=C(NCCNc1ccc(Nc2ccncc2)nn1)Nc1ccc(Cl)cc1
  13 | -8 | ·

One compound at a time (already shown). Screens in order: NPYLR7 agonist	hcGAS inh	mcGAS inh
Entry for `COc1cccc(C(=O)NCC2Cc3cc(C)cc(-c4cc(C(C)=O)ccc4F)c3O2)c1OC` (centres undefined) → 15	-9	-12
Entry for `CCCCN(C)C(=O)c1nc2ccccn2c1CN1CC(O)C1` → -3	0	·
Entry for `CCC(CC)CN1CCC2(CC1)CC1C(=O)N(CC)C(=O)N1C2` (centres undefined) → ·	-13	-4

(listing goes on)
Each structure is followed by: NPYLR7 agonist | hcGAS inh | mcGAS inh
O=c1ccc(-c2cccs2)nn1CCNS(=O)(=O)c1ccc(F)c(C(F)(F)F)c1
  1 | 0 | -7
CCn1c(SCC(=O)Nc2cc(C(F)(F)F)ccc2N2CCCCC2)nnc1-c1ccco1
  8 | -4 | ·
CC(C)OC(=O)C1C(=O)CC(C)(O)C(C(=O)OC(C)C)C1c1ccc2c(c1)OCO2 (centres undefined)
  -8 | 9 | ·
Cn1c(-c2cccnc2)cc2cnc(Nc3ccc4c(c3)OCO4)cc21
  16 | -6 | -8
O=c1c2c3c(sc2ncn1CCSc1cn[nH]n1)CNCC3
  9 | -5 | -13
COc1ccc(C)cc1S(=O)(=O)N1CCC(CCC(=O)Nc2cccc(C)c2)CC1
  6 | -6 | -9
CCOc1ccc(NC(=O)NCc2nnc(SCc3cccc(C)c3)n2-c2ccc(Cl)cc2Cl)cc1
  -1 | -12 | -5
Clc1ccc(Oc2cc(N3CCCCCC3)ncn2)cc1
  -6 | 3 | -9
Cc1cccc2c1N(C(=O)C1CC(=O)N(C3CCCC3)C1)CCC2 (centres undefined)
  1 | -14 | ·
O=C(NCc1cccnc1-n1cnc2ccccc21)c1cccc2c1OCC2
  3 | 0 | ·
O=C(NCc1n[nH]c(=S)n1-c1ccc(Br)cc1)c1c(F)cccc1Cl
  -2 | 3 | -4
CCN1Cc2cc(OC)ccc2N(CC(O)COC(C)(C)C)CCC1=O (centres undefined)
  0 | -10 | -7
COC(=O)Cn1cnc2ccsc2c1=O
  -1 | 3 | ·
Cc1cccn2c(CC(=O)NC3CCC(n4cnnc4)CC3)cnc12 (centres undefined)
  6 | 5 | ·
Cc1c(C(=O)NC(C)C(C)(C)C)cc(Br)cc1S(N)(=O)=O (centres undefined)
  0 | -10 | -17
O=S(=O)(C1=Cc2ccccc2CC1)N1CCN(c2ccc(O)cc2)CC1
  8 | -12 | -9
CCOC(=O)C1(Cc2ccccc2Cl)CCN(C(=O)c2cccs2)CC1
  15 | -7 | ·
Cc1ccc(C2=Nn3cnnc3SC2)cc1
  2 | 2 | -3
COc1cc(Cn2c(C)cc(O)cc2=O)cc(OC)c1OC
  -3 | -8 | ·
CC(C)C(=O)Nc1cccnc1-c1cc(Cl)c2c(c1)CC(CN)O2 (centres undefined)
  4 | -1 | -8

Entries above that contain a COOH group, in the order listed:
Each structure is followed by: NPYLR7 agonist | hcGAS inh | mcGAS inh
CO[C@H]1CN(C(=O)c2cccc(C(=O)O)c2)CC[C@H]1N
  -8 | -5 | ·
O=C(O)C(=Cc1cccs1)c1cccs1
  9 | 5 | 3

(next part)
Each structure is followed by: NPYLR7 agonist | hcGAS inh | mcGAS inh
Cc1nc2c(c(Sc3nccn3C)n1)CCCC2
  9 | -18 | -16
CSCCCNC(=O)c1c(C)noc1-c1ccccc1C
  -2 | -5 | -7
O=C(Nc1cccc(=O)[nH]1)Nc1ccccc1F
  7 | 5 | ·
COc1ccc2c(c1)-c1sc(C(=O)N3CCc4ccccc4C3c3ccccc3Cl)cc1CC2 (centres undefined)
  6 | 2 | 0
Cc1cc(C(=O)NCc2ccc(-n3cncn3)cc2)n[nH]1
  9 | -5 | ·
COc1ccc(OC)c(CNC(=O)c2c(C)nn(C)c2Cl)c1
  -2 | 0 | -3
Cc1cc(-c2c(-c3ccccc3)ncn2CC(c2ccc(C)o2)N(C)C)n[nH]1 (centres undefined)
  -2 | -6 | ·
COc1ccc(NC(=O)c2cn3c(=O)ccnc3s2)cc1
  7 | -3 | ·
Brc1ccc(-c2nnc(CSc3nnc4n3CCCCC4)o2)cc1
  2 | -5 | ·
Cc1oc(-c2cccc(F)c2F)nc1CN1CCCCC1CO (centres undefined)
  -1 | -4 | ·
CCOC(=O)CCCC(=O)N1CCN(c2c(Cc3ccccc3)c(C)nc3ncnn23)CC1
  · | -3 | -5
CCc1ccc(C(=O)N(Cc2ccc(C)cc2)Cc2nc3cc(C)ccc3o2)cc1
  3 | -1 | -4
Cc1ccc(C(c2c(C)[nH][nH]c2=O)c2c(C)[nH][nH]c2=O)o1
  13 | -10 | ·
CCOC(=O)C1(C)CCCN1C(=O)c1cncc(Br)c1 (centres undefined)
  -3 | -13 | ·
COc1cccc(CO[C@]2(C(=O)NCCN3CCOCC3)CC(OCc3c(F)cccc3F)[C@@H]3OC(C)(C)O[C@@H]3C2)c1 (some centres undefined)
  -7 | -5 | -6
CCOC(=O)c1c(C)c(C(=O)CN(C(=O)c2ccccc2F)C(C)C)c(C)n1C
  0 | -9 | -5
Cc1noc(C)c1COC(=O)c1ccc(OC2CCCC2)cc1
  3 | 3 | ·
CC1CN(P2(=O)C=C(c3ccccc3)OC(c3ccccc3)=C2)CC(C)O1 (centres undefined)
  2 | 1 | -1
O=C1CCCN1c1ccc(C2=NNC(=NC3CCCC3)SC2)cc1
  6 | -5 | -6
O=C(NC1CCCCC1)C1CC(=O)N(C2CCCCCCC2)C1 (centres undefined)
  2 | -4 | ·

As entered above:
hcGAS inh with O=C(NCCCn1nc(-c2ccc(Cl)cc2)ccc1=O)C1CC1 = 0
NPYLR7 agonist with COc1cccc(C(=O)NCC2Cc3cc(C)cc(-c4cc(C(C)=O)ccc4F)c3O2)c1OC (centres undefined) = 15

Continued:
Each structure is followed by: NPYLR7 agonist | hcGAS inh | mcGAS inh
COc1ccc(S(=O)(=O)Oc2ccc(CN(CC3CCCO3)C(=O)c3ccco3)cc2)cc1 (centres undefined)
  6 | -7 | -8
CCN(Cc1ccccc1)S(=O)(=O)c1ccc(F)c(C(=O)Nc2cc(Cl)ccc2OC)c1
  -2 | 7 | ·
O=S1(=O)CCC(NC2CC2)C1 (centres undefined)
  3 | -1 | ·
CCN(CC)C(=O)Cn1cnc2c(nnn2-c2cc(C)cc(C)c2)c1=O
  -3 | -6 | -8
CCOc1ccc(-c2ccc(=O)n(CCCC(=O)Nc3cc(C)ccc3OC)n2)cc1
  -6 | -1 | -4
Cc1cc(S(=O)(=O)N(C)C)cc(NC(=O)CCl)c1C
  -1 | -8 | -3
N#CC1COCCN1C(=O)CCCc1nc(-c2cccs2)no1 (centres undefined)
  4 | -7 | -15
CC(=O)c1cc(C(=O)N2CCc3c([nH]c4ccccc34)C2c2ccccc2F)cs1 (centres undefined)
  -6 | -4 | ·
Cc1[nH]n(-c2nc(-c3ccccc3)cs2)c(=O)c1N=Nc1cccc(Br)c1
  -7 | 6 | 0
CCC(Oc1ccc([N+](=O)[O-])c(C)c1)C(=O)Nc1cc(C)on1 (centres undefined)
  3 | -10 | ·
COc1cccc(OCc2ccccc2)c1C(=O)NCCOc1ccccc1
  -10 | -6 | -3
COC(=O)c1sccc1NS(=O)(=O)c1c(Cl)cccc1Cl
  1 | -9 | ·
O=C(C1CCC1)N1CCC2(CC1)OCC(C(=O)N1CCCC1)N2C(=O)c1ccc(F)cc1 (centres undefined)
  -2 | -8 | -10
Cc1cc(C)n(CC(C)C(=O)Nc2ccccc2Br)n1 (centres undefined)
  15 | -5 | -17
CCc1sc(-c2nnc(CSc3nnc(C4CC4)n3C)o2)cc1C
  -1 | 5 | ·
COc1ccccc1NC(=O)Cn1cc(-c2nnc(-c3ccco3)o2)c2ccccc21
  4 | -7 | -10
O=C(Nc1cccc(F)c1)C(C1CCCC1)N1CCN(C(=O)c2ccco2)CC1 (centres undefined)
  -7 | 1 | 3
CCn1cnnc1SCC(=O)Nc1ccc(F)cc1Cl
  4 | -4 | -10
COCc1cc(=O)n(Cc2ccccc2OCC(F)(F)F)cn1
  0 | -7 | ·
O=C(Cc1n[nH]c(=O)c2ccccc12)OCc1cc(=O)n2cc(Br)ccc2n1
  -2 | -3 | ·
CC(C)N1C(=O)[C@@H]2CN(S(=O)(=O)c3ccccc3)CCN2C1=O
  -10 | -4 | -6
Cc1ccc(C)c(C(=O)NCC(c2cccn2C)N2CCCCCC2)c1 (centres undefined)
  -9 | 0 | ·
O=C(COc1ccc(Br)cc1F)NCc1ccncc1
  7 | -9 | -7
